Screening results: PubChem BioAssay, The Scripps Research Institute Molecular Screening Center
DDE Tn7 FP inh – DD(E)-Tn7 binding inhibition, primary FP screen. P02675. inhibition, % at 8.3 µM. actives 0.13% (n = 370,000). FP displacement of FITC-Tn7 peptide from fibrin DD(E); 0% = median of compound wells per plate;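 active = inhibition above the mean of compounds falling within the control limits plus 3 SD of them, cut at about 14% in these data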;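 also: 0% = plate median of compound wells and 100% = 10 µM Aha-Tn7 peptide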
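Assay system: Human fibrin DD(E) protein | Medium: Tris buffer with calcium and detergent, pH 7.8 | Reagent: 0.1 µM fluorescent Tn7 | Compound dosing: Single point at 8.3 µM | Times: 10 min preincubation, 3 h with tracer, room temperature | Detection: Fluorescence polarization of the labelled Tn7 tracer | Controls: Aha-Tn7 high control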
DDE Tn6 FP inh – inhibitors of Tn6 peptide binding to human fibrin DD(E); inhibition, % at 8.3 µM; P02675; Fibrin DD(E) TRITC-Tn6 fluorescence polarization displacement; actives 0.21% (n = 370,000);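 active = inhibition above a per-campaign cutoff: mean of compounds within control limits plus 3 SD, cut at about 15% in these data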;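 also: 0% = median of all compound wells on the plate and 100% = blocking peptide control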
TDP2 inh – TDP2 (human) inhibition, absorbance primary screen; O95551; recombinant TDP2, T5PNP hydrolysis, p-nitrophenol absorbance 415 nm; inhibition, % at 12.8 µM; actives 0.34% (n = 370,000); AID 720702;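 active = inhibition above the mean of all tested compounds plus 3 SD, set per campaign, cut at about 25% in these data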;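 also: 0% = DMSO with enzyme and 100% = buffer with substrate but no TDP2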
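Read-out basis: percent inhibition. System: recombinant human TDP2. Buffer or medium: Mg2+-containing Tris-HCl buffer, pH 7.5. Repeats: single replicate. Timing: reaction 2 h, 37 °C. Benchmarks: high control without enzyme, low control DMSO plus TDP2. Probe or stimulus: 5 mM T5PNP. Doses: 12.8 µM only. Measured by: epi absorbance of p-nitrophenol freed from T5PNP by hydrolysis.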
TCR-CD3 inh – inhibitors of human TCR-CD3 interaction; actives 0.37% (n = 360,000); TAMRA-labeled TCR probe fluorescence, biochemical; inhibition, % at 9.4 µM; in the data active = inhibition above about 19%;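 also: recombinant mutant TCR 2C K166C tagged with TAMRA read by polarization; 0% = receptor in buffer alone and 100% = receptor with positive control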
UHRF1 binding – blocks human UHRF1 binding to methylated DNA. inhibition, % at 4.4 µM. actives 0.75% (n = 370,000). AID 687016. UHRF1 binding to methylated oligo, TR-FRET. Q96T88; in the data active = inhibition above about 21%;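 also: UHRF1 SRA domain binding a hemimethylated CpG hairpin DNA probe; 0% = median of test compound wells and 100% = reference inhibitor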
Target sequence (Q96T88 whole entry, looked up, the tested form may be a part): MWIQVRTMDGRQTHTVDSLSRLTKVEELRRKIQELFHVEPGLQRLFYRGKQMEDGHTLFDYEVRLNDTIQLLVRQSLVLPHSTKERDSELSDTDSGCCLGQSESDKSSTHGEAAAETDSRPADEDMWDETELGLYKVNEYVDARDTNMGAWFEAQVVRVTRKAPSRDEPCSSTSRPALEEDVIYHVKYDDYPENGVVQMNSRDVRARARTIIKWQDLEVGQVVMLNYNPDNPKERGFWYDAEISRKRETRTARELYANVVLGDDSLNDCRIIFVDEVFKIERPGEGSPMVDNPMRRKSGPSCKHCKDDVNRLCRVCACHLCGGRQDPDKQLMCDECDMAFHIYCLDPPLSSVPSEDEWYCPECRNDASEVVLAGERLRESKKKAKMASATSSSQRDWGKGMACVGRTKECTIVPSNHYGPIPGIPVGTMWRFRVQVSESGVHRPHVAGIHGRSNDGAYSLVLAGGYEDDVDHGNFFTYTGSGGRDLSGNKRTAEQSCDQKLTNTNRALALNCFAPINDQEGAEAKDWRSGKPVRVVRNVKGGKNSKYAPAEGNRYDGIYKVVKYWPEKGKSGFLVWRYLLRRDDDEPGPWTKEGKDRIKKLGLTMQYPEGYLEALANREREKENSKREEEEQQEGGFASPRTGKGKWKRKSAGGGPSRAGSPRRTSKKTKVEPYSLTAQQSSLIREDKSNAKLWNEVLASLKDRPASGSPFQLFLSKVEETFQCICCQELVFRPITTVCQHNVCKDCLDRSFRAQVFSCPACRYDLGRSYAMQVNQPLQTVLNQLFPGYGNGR
PRMT1 FP inh – PRMT1 (human) inhibition, primary screen; actives 1.3% (n = 370,000); AID 652257; inhibition, % at 2.79 µM; Q99873; recombinant PRMT1, activity-based probe fluorescence polarization;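 active = inhibition above about 21% made by adding two undisclosed values, limit read from the data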
KLK7 zymogen act – proKLK7 (human) activation, primary screen. activation, % at 7 µM. purified proKLK7, EDANS-DABCYL substrate fluorescence; 100% is mature enzyme control, 0% vehicle. actives 0.9% (n = 370,000). AID 652039;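 active = activation above the mean of all tested compounds plus 3 SD, computed per campaign excluding outliers beyond control limits, cut at about 13% in these data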
Target sequence (P49862 whole entry, looked up): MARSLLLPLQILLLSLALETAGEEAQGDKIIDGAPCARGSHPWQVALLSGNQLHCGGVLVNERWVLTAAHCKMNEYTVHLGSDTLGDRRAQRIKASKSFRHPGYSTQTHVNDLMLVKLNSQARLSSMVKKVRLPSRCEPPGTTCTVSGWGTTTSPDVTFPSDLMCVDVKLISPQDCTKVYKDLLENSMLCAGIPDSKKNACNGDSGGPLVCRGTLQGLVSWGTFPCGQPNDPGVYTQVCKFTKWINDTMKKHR
MBD2 inh – MBD2-methylated oligo binding inhibition; actives 0.31% (n = 370,000); AID 686964; Q9UBB5; TR-FRET, MBD2 binding to methylated oligonucleotide; inhibition, % at 4.4 µM; in the data active = inhibition above about 13%
LEDGF integ inh – blocks HIV-1 LEDGF/p75-dependent DNA integration; inhibition, % at 3.7 µM; actives 0.64% (n = 370,000); TR-FRET IN-LEDGF/p75 DNA integration, Eu/Cy5; AID 743269;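 active = inhibition above the screen-wide mean plus 3 SD, cut at about 13% in these data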;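 also: signal is the Cy5 over europium emission ratio at 671 and 618 nm; 0% = plate median of compound wells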
SIAE primary – blocks human sialic acid acetylesterase. inhibition, % at 9.66 µM. AID 1053197. actives 0.69% (n = 370,000). Q9HAT2. SIAE FP-Rh probe binding, fluorescence polarization;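 active = inhibition above a cutoff: mean of compounds within the control limits plus 3 SD of those, cut at about 17% in these data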;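 also: 0% = plate median of compound wells and 100% = probe without SIAE protein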
* marks the source's active call; other numbers are inactive results; nt = no result given.

SMILES | DDE Tn7 FP inh | DDE Tn6 FP inh | TDP2 inh | TCR-CD3 inh | UHRF1 binding | PRMT1 FP inh | KLK7 zymogen act | MBD2 inh | LEDGF integ inh | SIAE primary
COc1cc2c(cc1OC)C(c1c(-c3c(Cl)cccc3Cl)noc1C)=NCC2 | 4 | -8 | -19 | 4 | 3 | -1 | 8.6 | -6 | -1 | 5
CC1CCN(C(=O)CSc2nnc(-c3cccs3)o2)CC1 | 1 | 6 | -7 | 3 | 1 | -2 | 0.5 | -1 | -4 | 4
O=C(NCCCN1CCOCC1)C1CCC(=O)N1CCc1ccccc1 (centres undefined) | 3 | -2 | 1 | -8 | 1 | -2 | -0.4 | -2 | 2 | 2
CCNC(=O)/C(C#N)=C/c1c(N2CCN(c3ccccc3)CC2)nc2ccccn2c1=O | 3 | -2 | -10 | -8 | -3 | 8 | 14* | -2 | -6 | -1
CC(C)n1nnnc1C1c2ccccc2C(=O)N1Cc1ccco1 (centres undefined) | 2 | -7 | -1 | -6 | 2 | 0 | 0.7 | -1 | 2 | 7
CC(=O)C1=C(O)C(=O)N(c2cccnc2)C1c1ccc(Cl)cc1 (centres undefined) | 6 | -1 | 6 | 1 | 3 | 4 | -0.3 | 2 | -3 | 2
O=C(O)c1ccc(-n2nnnc2Oc2ccccc2C(=O)N2CCOCC2)cc1 | 1 | -4 | 2 | 5 | 4 | 2 | -0.5 | -1 | 1 | -1
O=C(Nc1cccc2c1C(=O)NC2=O)c1ccc(N2C(=O)CCC2=O)cc1 | 0 | 0 | -1 | 6 | -2 | -1 | -6.2 | -4 | 5 | -2
O=C(Nc1cccc2c1CCCC2)c1ccc(Br)o1 | -1 | -17 | -3 | -10 | 1 | -3 | 0.6 | -3 | 3 | 0
CN(C)c1ccc(C(c2ccc(N(C)C)cc2)C(O)c2ccccc2)cc1 (centres undefined) | -7 | -11 | -10 | -6 | -1 | -4 | 1.0 | 2 | 1 | 7
O=C(O)CCN1CCOCC1 | -1 | 0 | 10 | -3 | -1 | 2 | -0.8 | -3 | 0 | 5
Cc1cc(C)cc(NC(=O)C2C3C=CC4(O3)C2C(=O)N(CCCN2CCCCC2)C4C(=O)NC2CCCCC2)c1 (centres undefined) | -14 | 1 | 14 | 2 | -2 | 0 | 0.2 | -7 | 4 | 1
CCCCNC(=O)c1cccc(S(=O)(=O)N2CC3(C)CC2CC(C)(C)C3)c1 (centres undefined) | -4 | -10 | -12 | -4 | -1 | -1 | 0.4 | -2 | 5 | -13
CCC1(c2ccccc2)NC(=O)N(CC(=O)Nc2ccccc2C(=O)N2CCCCC2)C1=O (centres undefined) | 3 | -7 | -13 | 5 | -2 | 2 | 0.1 | 0 | 0 | -1
COC(=O)C[C@@H]1C=C[C@H](NC(=O)c2ccccc2)[C@@H](CO)O1 | -10 | 1 | -2 | -4 | 3 | -2 | 0.2 | 2 | -1 | 1
O=S1(=O)N[C@@H](Cc2ccccc2)COc2cc(N3CCOCC3)ccc21 | 9 | 11 | 0 | 4 | 11 | 1 | 0.2 | 3 | -6 | 3
CCOC(=O)C1C(c2ccc(C(=O)O)cc2)NC(=O)NC1(O)C(F)(F)F (centres undefined) | -1 | 0 | -9 | 2 | -2 | -1 | -0.4 | 2 | 3 | 2
O=C(CC1SC(N2CCCCC2)=NC1=O)Nc1cccc(C(=O)NCc2ccc(F)cc2)c1 (centres undefined) | 5 | 8 | 4 | 2 | 1 | -1 | 0.1 | -9 | -4 | -4
O=C(c1cccc(S(=O)(=O)N2CCN(c3ccccc3)CC2)c1)N1CC=C(c2ccccc2)CC1 | -2 | 4 | -13 | 5 | 0 | -4 | 0.4 | -6 | 6 | -5
COc1ccc2c(CC(=O)NCc3cccs3)coc2c1 | -1 | 0 | -2 | -6 | 3 | 2 | -0.6 | 0 | -1 | 3
Cn1cc(/C=C2\SC(=O)N(c3ccc(O)cc3)C2=O)c2ccccc21 | 0 | -7 | -11 | -7 | -1 | 7 | -0.4 | 0 | -1 | -11
CCOc1cccc2cc(C(=O)N3CCc4ccccc4C3)c(=O)oc12 | -3 | -1 | -1 | 11 | -3 | 3 | 0.4 | -2 | 5 | 2
CCNC(=S)N(CCc1c(C)[nH]c2ccc(Cl)cc12)Cc1ccco1 | -3 | -2 | 1 | 6 | -1 | 1 | 0.1 | 5 | -2 | 8
COc1ccccc1-c1cc(NC=O)c2ncc(-c3cccc(C(=O)N(C)C)c3)n2c1 | 2 | 3 | -2 | -8 | -2 | 3 | 0.2 | 0 | 12 | 0
CCOC(=O)CC(NC(=O)Cn1nnc(-c2ccccc2F)n1)c1ccccc1Cl (centres undefined) | 13 | -2 | 8 | 0 | 0 | 0 | 0.5 | -4 | -2 | -3
C[C@H](CO)N1C[C@H](C)[C@@H](CN(C)C(=O)c2ccccn2)Oc2cc(Br)ccc2S1(=O)=O | -1 | -6 | 5 | -1 | 5 | 0 | 0.0 | 1 | 0 | 1
Cc1cc(NC(=O)c2cccs2)no1 | -4 | 3 | 5 | 7 | -2 | -1 | -0.1 | 0 | -1 | 0
C=CCN1CCC(=O)C(C(=O)OCC)=C1C(=O)OCC | 0 | 2 | 3 | -9 | 18 | 2 | -0.2 | 6 | -3 | -2
Cc1cc(C2=CC(=O)C[C@H](c3ccc(F)cc3)C2)ccc1F | 2 | 3 | 2 | -9 | 2 | 7 | 0.2 | -1 | 4 | -2
CS(=O)(=O)N1CCC(C(=O)Nc2cc(C(F)(F)F)ccc2Cl)CC1 | -1 | -7 | -7 | -5 | 6 | 1 | 0.2 | 9 | 5 | -9
c1ccc(Cn2nnc3ccccc32)cc1 | 1 | -9 | 4 | -2 | -1 | -1 | 0.1 | -2 | 0 | -3
CC1(C)CC2CC(C)(CN2S(=O)(=O)c2cccc(C(=O)O)c2)C1 (centres undefined) | -6 | 3 | -2 | -5 | 0 | -4 | -0.1 | -5 | 10 | -3
O=C(Cc1ccc([N+](=O)[O-])cc1)NCCc1ccc2c(c1)OCO2 | -2 | 2 | -6 | -4 | -1 | 1 | -0.5 | -8 | 2 | 5
CC1=NN(c2ccccc2)C(=O)C1CCC#N (centres undefined) | 7 | 6 | 9 | -1 | 0 | 1 | -0.4 | 2 | -6 | 5
CC1Cc2cc(C(=O)O)ccc2O1 (centres undefined) | -1 | -2 | 4 | -2 | 0 | 12 | 0.1 | 0 | -1 | 5
COc1ccc(OC)c(-c2csc(NC(=O)COC(=O)C3CC3)n2)c1 | -3 | 5 | -7 | 1 | -2 | -2 | -0.1 | -5 | -2 | -3
O=C(NCCC1CCCCN1S(=O)(=O)c1cccs1)C(=O)Nc1cccc(F)c1 (centres undefined) | -4 | -1 | -7 | 10 | -1 | 0 | 0.6 | -1 | -4 | -7
CCc1cccc(C)c1NC(=S)N(CCOC)C(C)c1ccco1 (centres undefined) | -5 | 3 | 7 | 3 | 1 | 1 | 0.3 | -2 | 0 | 4
Fc1cc(F)c(F)c(SCn2cc(Br)cn2)c1F | 5 | -8 | -3 | 2 | 6 | 0 | -0.2 | 0 | -1 | -3
CC(C)(CNS(=O)(=O)c1ccc(Cl)cc1)N1CCCCC1 | -7 | 5 | -15 | 5 | 1 | 0 | -0.2 | 3 | 2 | -3
O=S(=O)(Nc1cc(S(=O)(=O)N2CCOCC2)ccc1Cl)c1ccccc1 | 0 | -14 | 6 | 1 | -1 | 4 | 0.4 | 5 | 5 | 11
C=CCn1c(=NC(=O)CC)n(C)c2ccccc21 | 0 | 1 | -3 | 13 | -1 | -2 | 1.1 | 2 | -1 | 2
COC(=O)C1C(=O)c2c([nH]c(C(=O)OCCSC)c2C)CC1C (centres undefined) | -5 | 0 | -10 | 4 | 3 | 0 | -0.5 | 1 | 1 | 1
Cc1ccc(CNC(=O)Cn2ccc3cc(S(=O)(=O)N4CCCCCC4)ccc32)cc1 | -3 | -10 | -8 | 1 | 0 | -4 | 0.1 | 2 | 4 | -12
COc1ccc(CCNC(=O)C2CCN(S(=O)(=O)c3cccc4nonc34)CC2)cc1OC | 0 | 7 | -2 | -2 | -5 | 1 | 0.3 | -1 | 3 | 1
COc1ccc(OC)c(-n2nnnc2SCC(=O)Nc2cc(C)ccc2OC)c1 | -7 | -6 | -2 | 4 | -3 | -1 | 0.4 | -1 | 3 | 1
CCN1Cc2nnn(Cc3ccccc3)c2-c2cc(F)ccc2S1(=O)=O | -6 | -2 | 4 | nt | -3 | -2 | 0.4 | 4 | -2 | -1
CCOC(=O)N1CCN(C(=O)/C=C/c2ccc([N+](=O)[O-])cc2)CC1 | 1 | -1 | 9 | 2 | -4 | -2 | -0.5 | 0 | 1 | -6
CCCC(C)C(=O)Nc1ccc(S(=O)(=O)Nc2nccs2)cc1 (centres undefined) | 2 | 5 | -5 | 17 | 2 | -3 | -0.7 | -4 | -1 | 0
O=C(Cc1ccc(F)cc1)Nc1c2c(nn1-c1cccc(Cl)c1)CS(=O)C2 (centres undefined) | -5 | -6 | -6 | -7 | 3 | 1 | 0.2 | -1 | 1 | 10
COc1ccc2oc(C(=O)OCC(=O)N(CC(C)C)c3c(N)n(Cc4ccccc4)c(=O)[nH]c3=O)c(C)c2c1 | 2 | -6 | -8 | 4 | 1 | 0 | -0.8 | 3 | -8 | -21
COc1cccc(-c2c(C(=O)N/N=C/c3sccc3C)nnn2-c2nonc2N)c1 | -8 | -2 | 11 | 9 | 0 | -1 | 0.5 | -3 | 3 | -15
CC1(C(=O)NS(C)(=O)=O)CCN1C(=O)Cc1ccc(-c2ccccc2)cc1 (centres undefined) | 3 | 10 | 2 | 1 | 2 | 0 | 0.0 | 1 | -2 | 7
COc1ccc(Cc2nc3ccc(C(=O)NCCn4cccn4)cc3o2)cc1 | -8 | -8 | -8 | -3 | 1 | 0 | -1.5 | 0 | 0 | -6

Reformatted with values under each structure: part of the list above.
Below each compound – DDE Tn7 FP inh | DDE Tn6 FP inh | TDP2 inh | TCR-CD3 inh | UHRF1 binding | PRMT1 FP inh | KLK7 zymogen act | MBD2 inh | LEDGF integ inh | SIAE primary
CCCC(C)C(=O)Nc1ccc(S(=O)(=O)Nc2nccs2)cc1 (centres undefined)
  2 | 5 | -5 | 17 | 2 | -3 | -0.7 | -4 | -1 | 0
O=C(Cc1ccc(F)cc1)Nc1c2c(nn1-c1cccc(Cl)c1)CS(=O)C2 (centres undefined)
  -5 | -6 | -6 | -7 | 3 | 1 | 0.2 | -1 | 1 | 10
COc1ccc2oc(C(=O)OCC(=O)N(CC(C)C)c3c(N)n(Cc4ccccc4)c(=O)[nH]c3=O)c(C)c2c1
  2 | -6 | -8 | 4 | 1 | 0 | -0.8 | 3 | -8 | -21
COc1cccc(-c2c(C(=O)N/N=C/c3sccc3C)nnn2-c2nonc2N)c1
  -8 | -2 | 11 | 9 | 0 | -1 | 0.5 | -3 | 3 | -15
